PrPC surface inh: cell surface PrPC inhibition, primary TR-FRET screen | inhibition, % at 13.8 µM | 0.43% of 370,000 active | TR-FRET read-out | P04156; in the data active = inhibition above about 24%; also: 0% = median of the test wells and 100% = reference compound wells
SARS 3CLpro inh: SARS-CoV 3CLpro protease inhibition | recombinant SARS-CoV 3CLpro, quenched FRET peptide cleavage | inhibition, % at 6 µM | 0.14% of 290,000 active | AID 1706; in the data active = inhibition above about 12%
CCHFV vOTU inh: blocks the CCHF virus ovarian tumor domain protease. inhibition, % at 11.5 µM. AID 651958. 0.55% of 370,000 active. CCHFV vOTU protease, Pep-AMC fluorescence; in the data active = inhibition above about 30%; also: 0% = vehicle wells with enzyme and 100% = no enzyme wells
BH1578 lux ind: induces V. cholerae light production without autoinducers. V. cholerae BH1578 lux reporter, luminescence, 6 h. activation, % at 18.7 µM. 0.16% of 350,000 active; in the data active = activation mostly above about 9.7%, no sharp cut-off; also: not every result past the cut was called active; inactives centre near 0; reference of the scale not given here
Rv3671c inh: inhibits the M. tuberculosis serine protease Rv3671c; P9WHR9; inhibition, % at 5.96 µM; 0.048% of 320,000 active; AID 2606; in the data active = inhibition above about 38%;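 also: extracellular domain of Rv3671c used as enzyme; 0% = enzyme with DMSO and 100% = no enzyme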
Target sequence (P9WHR9 whole entry, looked up, the tested form may be a part): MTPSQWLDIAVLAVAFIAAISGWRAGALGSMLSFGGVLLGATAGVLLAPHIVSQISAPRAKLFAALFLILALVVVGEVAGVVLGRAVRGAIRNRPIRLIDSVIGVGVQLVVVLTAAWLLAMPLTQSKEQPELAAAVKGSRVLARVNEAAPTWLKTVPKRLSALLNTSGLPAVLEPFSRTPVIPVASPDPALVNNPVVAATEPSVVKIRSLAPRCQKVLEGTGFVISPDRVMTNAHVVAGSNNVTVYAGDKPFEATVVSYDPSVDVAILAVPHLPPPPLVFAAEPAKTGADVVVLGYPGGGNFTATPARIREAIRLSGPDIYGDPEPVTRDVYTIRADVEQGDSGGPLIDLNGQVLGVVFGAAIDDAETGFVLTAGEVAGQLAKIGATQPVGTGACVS
VHR inh abs: inhibitors of human VHR1 phosphatase (DUSP3) | P51452 | recombinant VHR phosphatase, pNPP absorbance | inhibition, % at 13.3 µM | 0.52% of 290,000 active; in the data active = inhibition above about 50%; also: some compounds called inactive have numbers as strong as hits
Target sequence (P51452 whole entry, looked up): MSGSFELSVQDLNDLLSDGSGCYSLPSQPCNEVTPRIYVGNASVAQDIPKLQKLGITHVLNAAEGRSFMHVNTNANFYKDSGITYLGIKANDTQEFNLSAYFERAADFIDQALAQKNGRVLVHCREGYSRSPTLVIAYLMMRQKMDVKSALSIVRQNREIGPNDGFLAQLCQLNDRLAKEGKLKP
Y pestis TopoI: inhibitors of Yersinia pestis topoisomerase I; AID 504884; Y. pestis Topo-I cleavage product accumulation, plate reader; activity, % at 10 µM; 0.064% of 360,000 active; in the data active = activity above about 50%, passing the limit was not always enough; also: inactives centre near 2
MazF activator: activators of E. coli MazEF toxin-antitoxin RNase; P0AE70; FAM/BHQ RNA-DNA oligo cleavage fluorescence, 5 h; activation, % at 20 µM; 0.32% of 350,000 active; AID 504720; in the data active = activation above about 50%
Target sequence (P0AE70 whole entry, looked up): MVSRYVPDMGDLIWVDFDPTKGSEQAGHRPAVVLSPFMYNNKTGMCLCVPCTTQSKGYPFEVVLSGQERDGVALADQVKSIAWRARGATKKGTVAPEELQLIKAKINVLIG
TcdB inh: TcdB glycohydrolase inhibition | P18177 | TcdB glycohydrolase enzymatic assay, plate reader | inhibition, % at 9.99 µM | AID 652162 | 0.24% of 350,000 active; in the data active = inhibition above about 10%
PriA SSB inh: blocks PriA binding to SSB C-terminal tail | 0.6% of 430,000 active | inhibition, % at 33 µM | AlphaScreen SSBct-PriA binding, biotinylated peptide; in the data active = inhibition mostly above about 37%, no sharp cut-off; inactive = mostly below about 20%;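 also: plate controls were negative control peptide for no effect and reference peptide for full effect; strong numbers were not always called active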
An asterisk follows results filed as active; i = inactive; nt = no result given; & = joins results of further samples. The list is partial; count on the stated rates, not on these rows.

SMILES	PrPC surface inh	SARS 3CLpro inh	CCHFV vOTU inh	BH1578 lux ind	Rv3671c inh	VHR inh abs	Y pestis TopoI	MazF activator	TcdB inh	PriA SSB inh
CCC(C)NS(=O)(=O)c1ccc(OCC(=O)Nc2ccc(F)cc2F)cc1 (stereo unspecified)	3.4	0.1	0.6	-0.6	-1.1	17.9	-6.7	0.1	nt	-7.6
CCOC(=O)c1cc(NC(=O)Nc2cc(C)ccn2)c(C)nc1C	3.6	4.3	-5.7	-2.3	-16.4	13.2	8.0	-25.9	6.8	3.2
CCN(CC(=O)NCCc1ccc(S(N)(=O)=O)cc1)Cc1nc2ccccc2c(=O)[nH]1	-2.8	-1.9	-11.0	i	0.6	-6.2	5.3	2.6	nt	-12.9
CCn1c(=O)c2sccc2n(Cc2ccc(C)cc2)c1=O	-0.7	2.7	10.8	-0.4	4.5	20.4	8.4	9.9	0.2	-10.3
O=C(c1ccccc1)c1cc(F)c(N2CCOCC2)cc1Cl	2.9	-3.2	-2.6	i	2.2	21.3	9.8	-2.2	nt	-38.8
Cc1oc2c(CN(C)C)c(O)ccc2c(=O)c1-c1ccc2ccccc2n1	-5.2	-0.6	13.3	i	6.5	13.2	-4.6	3.9	1.0	5.3
OCCN1CCN(Cc2cccc(Oc3ccc(Cl)cc3)c2)CC1	-11.3	3.1	1.7	-0.2	-7.7	0.2	0.4	-4.6	nt	-1.1
Cc1ccc(N2C(=O)NC3(CCCCC3)C2=O)cc1	0.3	2.7	11.8	0.9	-2.0	11.7	2.2	-0.1	nt	-4.3
COc1ccccc1N1CCN(Cc2nnnn2CCc2ccccc2)CC1	9.7	5.3	9.3	-3.6	-0.9	-2.0	5.1	-3.6	nt	-8.7
CC(=O)Nc1cccc(C(=O)OC(C)C(=O)N2CCc3ccccc32)c1 (stereo unspecified)	4.3	nt	2.7	i	1.3	nt	-0.7	0.8	2.2	-0.6
O=c1c2ccccc2nc(N/N=C/c2ccccc2)n1O	4.3	-3.3	-3.6	3.8	1.5	3.6	-10.9	-1.6	nt	nt
O=c1[nH][nH]c(=O)c2cc([N+](=O)[O-])ccc12	-41.5&-37.3	nt	8.9&-0.6	-4.3&-0.4	2.2	nt	-3.0&-3.4	-6.9&7.2	2.8&1.1	4.8

By substructure, the compounds so far containing a carbonyl joined to an NH by a bond outside any ring.
SMILES	PrPC surface inh	SARS 3CLpro inh	CCHFV vOTU inh	BH1578 lux ind	Rv3671c inh	VHR inh abs	Y pestis TopoI	MazF activator	TcdB inh	PriA SSB inh
CCC(C)NS(=O)(=O)c1ccc(OCC(=O)Nc2ccc(F)cc2F)cc1 (stereo unspecified)	3.4	0.1	0.6	-0.6	-1.1	17.9	-6.7	0.1	nt	-7.6
CCOC(=O)c1cc(NC(=O)Nc2cc(C)ccn2)c(C)nc1C	3.6	4.3	-5.7	-2.3	-16.4	13.2	8.0	-25.9	6.8	3.2
CCN(CC(=O)NCCc1ccc(S(N)(=O)=O)cc1)Cc1nc2ccccc2c(=O)[nH]1	-2.8	-1.9	-11.0	i	0.6	-6.2	5.3	2.6	nt	-12.9
CC(=O)Nc1cccc(C(=O)OC(C)C(=O)N2CCc3ccccc32)c1 (stereo unspecified)	4.3	nt	2.7	i	1.3	nt	-0.7	0.8	2.2	-0.6

(next part)
SMILES	PrPC surface inh	SARS 3CLpro inh	CCHFV vOTU inh	BH1578 lux ind	Rv3671c inh	VHR inh abs	Y pestis TopoI	MazF activator	TcdB inh	PriA SSB inh
Cc1cc(=O)oc2c(O)c(O)ccc12	1.2	nt	-8.0	i	nt	nt	5.0	-1.6	4.0	3.1
CCCOc1cccc(C(=O)NCCCNC(=O)c2ccccn2)c1	-1.1	2.7	11.7	0.2	-8.9	24.9	5.9	5.1	1.1	-4.3
COC1(NS(=O)(=O)c2ccc(Br)cc2)C(C)=CC(=O)C=C1C	-4.6	0.8	7.7	-0.6	1.3	9.8	3.7	4.3	-1.7	2.5
Cc1cc(=O)[nH]c(N=N/C(=N/Nc2ccc(O)cc2)c2ccccc2)n1	0.8	-1.9	5.9	i	12.1	-25.1	-19.1	-4.6	nt	nt
C=CCSc1nnc2c(n1)OC(c1ccco1)Nc1ccccc1-2 (stereo unspecified)	2.7	-4.9	-5.3	-0.4	-1.7	1.7	-5.3	-10.6	-1.1	3.7
CCCCN(C)Cc1c(C)[nH]c2ccc(OCC)cc2c1=O	-6.0	-2.6	-10.4	nt	3.0	44.8	-0.9	9.7	-5.1	5.5
O=C(O)c1cccc2c1/C(=N/Nc1ccc([N+](=O)[O-])cc1[N+](=O)[O-])c1ccccc1-2	nt	3.5	nt	i	2.0	-2.2	-5.0	-4.9	nt	nt
C=CCOc1ccc(C(=O)Nc2ccc(OCC)cc2)cc1	2.2	3.5	-6.6	-6.7	-4.9	13.6	4.0	-5.2	0.8	-12.2
COc1ccc(C2(C)NC(=O)N(CC(=O)Nc3ccc4ccccc4c3)C2=O)cc1OC (stereo unspecified)	5.7	nt	-0.4	-0.4	nt	nt	8.4	-0.8	1.0	18.3
COC(=O)c1sc(N2C(=O)C(O)=C(C(=O)c3ccc(C)o3)C2c2cccs2)nc1C (stereo unspecified)	-3.1	-1.7	23.7	i	-10.1	27.3	-4.6	-1.5	-0.4	-2.0
O=[N+]([O-])c1ccc2c(c1)C(N1CCOCC1)/C(=C/C1(O)CCCCC1)O2 (stereo unspecified)	-12.7	2.7	14.4	-0.3	1.1	6.4	-3.1	4.0	7.4	2.5
COc1ccc(Cn2nnnc2C(c2ccc(C)cc2)N2CCN(C3CCCC3)CC2)cc1 (stereo unspecified)	-12.6	3.6	5.6	-0.4	-5.2	8.4	15.7	1.6	nt	9.1
Cc1ccccc1OCCC(=O)OCC(=O)NC1CCS(=O)(=O)C1 (stereo unspecified)	-8.4	nt	8.4	i	-0.8	nt	2.6	2.0	0.7	-3.9
O=C(NNC1CC(=O)N(c2ccc(Cl)cc2)C1=O)c1ccco1 (stereo unspecified)	2.8	2.3	7.7	-1.6	6.2	29.7	-9.8	3.3	-0.8	3.5
CCC(C)N1CC(C(=O)O)CC1=O (stereo unspecified)	-4.7	-0.1	-6.7	-6.7	-6.4	24.0	-3.1	-4.5	nt	-24.7
Cc1ccccc1CN1C(=O)C(C)Sc2ccc(-c3ccco3)cc21 (stereo unspecified)	3.4	nt	3.5	i	nt	nt	-3.5	nt	-0.2	nt
COc1ccccc1N1CCN(C(CNS(=O)(=O)c2cc(F)ccc2F)c2cccnc2)CC1 (stereo unspecified)	3.0	-0.2	11.9	0.6	-0.9	37.2	16.1	3.9	-3.3	1.2
CCCCC1(C2CCCC2)NC(=O)NC1=O (stereo unspecified)	0.8	nt	-5.6	-0.8	nt	nt	7.3	4.1	0.3	-16.9
CCc1c(C(=O)c2ccc(Cl)cc2)oc2c(C)c3oc(=O)cc(C)c3cc12	nt	3.0	nt	nt	5.6	28.7	nt	-6.3	nt	-4.6
CN1C/C(=C/c2ccncc2)C(=O)/C(=C/c2ccncc2)C1	-12.7	-5.4	7.0	-0.3	-1.7	48.2	-8.9	-10.9	-0.3	-0.1
CC(=O)Nc1ccc(C(=O)N2CCCC(c3cc(C(=O)NCc4cccnc4)no3)C2)cc1 (stereo unspecified)	-0.3	nt	24.3	i	nt	nt	-5.5	nt	0.8	nt
Cc1cccc(N(Cc2cc3cc(C)ccc3[nH]c2=O)C(=O)c2cccs2)c1	11.7	-3.7	22.1	-0.5	-0.7	-12.8	-0.9	10.3	-1.9	-3.3
Cc1ccccc1NS(=O)(=O)c1cccc(-c2nnc(-c3ccccc3)o2)c1	1.1	2.9	26.0	nt	5.7	4.5	7.0	13.3	nt	-2.4
CCN(CC)S(=O)(=O)c1ccc(NC(=O)CN(c2ccc(OC)cc2OC)S(C)(=O)=O)cc1	8.9	-3.5	8.8	-0.3	0.4	-12.4	10.7	-4.2	nt	5.8

Whole records from above. Values in the order: PrPC surface inh | SARS 3CLpro inh | CCHFV vOTU inh | BH1578 lux ind | Rv3671c inh | VHR inh abs | Y pestis TopoI | MazF activator | TcdB inh | PriA SSB inh
Listed for CCn1c(=O)c2sccc2n(Cc2ccc(C)cc2)c1=O → -0.7 | 2.7 | 10.8 | -0.4 | 4.5 | 20.4 | 8.4 | 9.9 | 0.2 | -10.3
Listed for CCCOc1cccc(C(=O)NCCCNC(=O)c2ccccn2)c1 → -1.1 | 2.7 | 11.7 | 0.2 | -8.9 | 24.9 | 5.9 | 5.1 | 1.1 | -4.3

Further structures follow.
SMILES	PrPC surface inh	SARS 3CLpro inh	CCHFV vOTU inh	BH1578 lux ind	Rv3671c inh	VHR inh abs	Y pestis TopoI	MazF activator	TcdB inh	PriA SSB inh
O=C(CN1C(=O)c2ccccc2S1(=O)=O)Nc1ccc(S(=O)(=O)N2CCCCCC2)cc1	4.2	-0.3	-14.8	0.7	-4.8	3.5	-1.0	0.4	nt	3.3
COc1ccc(S(=O)(=O)NNC(=O)Nc2ccc(F)cc2F)c(OC)c1	-4.9	0.9	-4.2	0.0	3.0	36.6	6.6	-5.1	0.1	-2.6
O=C(Oc1ccc2c(-c3ccccc3)cc(=O)oc2c1)C1CCCCC1	-2.1	-3.4	23.4	i	-3.4	9.7	6.0	-8.3	nt	-20.8
O=C(NCc1ccco1)c1cc(-c2cccnc2)nc2ccc(Cl)cc12	-18.8	5.2	12.8	i	-1.3	2.6	16.2	-3.4	nt	0.3
COc1ccc(CCC(=O)Nc2ccccc2C(F)(F)F)cc1	-2.5	-5.9	-2.6	i	-9.3	-1.2	2.2	1.0	nt	-9.0
CC1C(=O)C(C)C(c2ccc([N+](=O)[O-])cc2)NC1c1ccc([N+](=O)[O-])cc1 (stereo unspecified)	-2.0	4.6	-5.1	i	-0.5	30.5	-0.9	4.2	18.1*	3.8
CC(=O)Cc1nsc(NC(=O)c2ccc(F)cc2)n1	9.0	2.2	5.0	3.6	-2.1	18.6	3.7	1.4	-0.4	-7.5
COc1cc(CN2CCC(n3nccc3NC(=O)c3ccccc3OC)CC2)ccc1F	-11.7	-0.9	1.0	i	-2.3	19.2	-3.9	-0.1	-0.5	-8.7
CCCCNC(=O)CNC(=O)c1nn(-c2ccc(OC)c(OC)c2)c(=O)c2ccccc12	-12.6	nt	3.5	i	nt	nt	-2.5	10.2	0.8	nt
O=C(Cc1cccs1)N1CCN(c2ccc(F)cc2)CC1	0.6	-7.2	-6.6	-1.0	-2.5	13.3	4.1	7.4	nt	-24.8
CC(C)CCNC(=O)c1cc2c(=O)n3ccccc3nc2s1	-19.5	3.0	-238.1	i	-12.8	5.9	-3.3	6.3	0.7	-6.6
CC1CCN(CCC(=O)Nc2ccc(Br)cc2)CC1	2.7	-1.5	-0.5	i	-2.8	nt	3.4	-0.9	nt	-1.8
Oc1ccccc1-c1cc(-c2ccc(Cl)cc2)n[nH]1	2.8	5.9	-3.9	-0.7	-15.6	10.4	-11.1	3.9	1.1	-9.6
COC(=O)[C@H](C)NC(=O)Nc1cccc(C)c1	8.2	-10.8	11.6	-4.5	-6.3	15.4	-5.5	4.4	nt	0.8
Cc1ccccc1-n1c(=O)cc(N2CCC3(CC2)OCCO3)[nH]c1=O	-2.7	-1.6	5.7	i	4.8	30.5	-4.6	7.6	0.5	-4.5
CCN(CC)S(=O)(=O)c1ccc(C)c(NC(=S)NNC(=O)C2CC2)c1	4.2	-5.8	6.8	-0.4	-0.9	-2.7	4.5	3.2	nt	10.1
CC(C)(C)[C@H]1COC(=O)CC/C=C\C[C@@H](CC(=O)N[C@H](CO)Cc2ccccc2)C(=O)N1	-1.9	nt	4.6	i	-0.6	nt	-5.3	-2.2	0.5	0.8
O=c1cc(CSc2nnc(-c3cccs3)n2Cc2ccccc2)nc2sc3ccccc3n12	17.5	6.2	-2.7	-1.5	-12.8	28.0	3.4	5.6	nt	-5.9
Cc1nc2c(-c3ccccc3)c(C)nn2c(C)c1CCC(=O)O	3.3	-3.2	-5.7	-0.2	-3.9	23.6	-3.7	1.9	3.7	-15.5
CCn1cc(C(=O)NCc2ccc(OC)cc2)c(=O)c2ccc(C)nc21	-0.8	2.4	-4.7	0.8	3.5	17.9	-1.1	-3.4	0.5	-9.7
c1ccc(COCCCn2cc(-c3ccccc3)nn2)cc1	-5.5	0.4	6.4	i	-1.5	36.0	-1.6	-4.3	0.8	-3.0
CCOc1ccc(/C=N/NC(=O)c2ccc(Cn3cc([N+](=O)[O-])cn3)o2)cc1	-1.7	-2.2	5.5	i	-2.0	10.7	5.1	-1.7	nt	nt

Bioassay records from PubChem.
